Source: PubChem BioAssay (several laboratories)
M4 antag – human M4 muscarinic receptor antagonists, primary screen, CHO cells, Fluo-8 calcium fluorescence | Muscarinic acetylcholine receptor M4 (Homo sapiens), P08173 | CHO-hM4 cells, ACh EC80 | inhibition, % at 3 µM | 360,000 tested, 0.73% active | AID 624125, 2012;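 active = inhibition above its plate's cutoff, the mean inhibition of sample wells plus 3 SD, cut at about 27% in these data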;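 also: 0% = acetylcholine EC80 with DMSO and 100% = DMSO without agonist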
Target sequence (P08173 whole entry, looked up): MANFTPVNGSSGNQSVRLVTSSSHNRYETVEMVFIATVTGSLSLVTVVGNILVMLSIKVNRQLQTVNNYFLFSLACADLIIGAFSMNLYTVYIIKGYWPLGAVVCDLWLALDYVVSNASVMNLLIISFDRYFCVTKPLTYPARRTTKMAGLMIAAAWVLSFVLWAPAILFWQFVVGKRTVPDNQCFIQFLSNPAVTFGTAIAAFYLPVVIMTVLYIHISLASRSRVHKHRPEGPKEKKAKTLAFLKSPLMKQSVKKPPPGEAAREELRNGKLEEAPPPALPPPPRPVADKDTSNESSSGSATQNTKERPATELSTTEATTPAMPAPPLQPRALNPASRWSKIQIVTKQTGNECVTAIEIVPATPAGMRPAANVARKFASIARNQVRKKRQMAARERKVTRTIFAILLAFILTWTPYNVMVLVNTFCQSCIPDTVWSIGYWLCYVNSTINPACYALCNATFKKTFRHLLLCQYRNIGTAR
M5 PAM – human M5 muscarinic receptor positive allosteric modulators, primary screen, CHO-K1 cells, Fluo-8 calcium fluorescence. CHO-K1 hM5, ACh EC20 PAM; 0% = ACh EC20, 100% = ACh EC100. Muscarinic acetylcholine receptor M5 (Homo sapiens), P08912. activation, % at 3 µM. 360,000 tested, 0.3% active;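 active = activation above the run cutoff, the mean activation of all test compounds plus 3 SD, cut at about 18% in these data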
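Assay system – human M5 receptor in CHO-K1 cells · Read-out – % activation, ACh-normalized · Technique – Fluo-8 calcium fluorescence · Dosing – single-point, 3 µM nominal · Incubation – Fluo-8 loading 80 min at 37 °C plus 30 min room temperature · Repeats – singlicate, one well per test compound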
CHRM1 PAM – human M1 muscarinic receptor positive allosteric modulators, primary screen, CHO-K1 cells, Fluo-8 calcium fluorescence, 1536-well. AID 588819, 2011. 360,000 tested, 0.088% active. activation, % at 3 µM. CHO-K1 hM1, ACh EC20; 0% = ACh EC20, 100% = maximal ACh; in the data active = activation above about 19%, passing the limit was not always enough
Target sequence (P11229 whole entry, looked up): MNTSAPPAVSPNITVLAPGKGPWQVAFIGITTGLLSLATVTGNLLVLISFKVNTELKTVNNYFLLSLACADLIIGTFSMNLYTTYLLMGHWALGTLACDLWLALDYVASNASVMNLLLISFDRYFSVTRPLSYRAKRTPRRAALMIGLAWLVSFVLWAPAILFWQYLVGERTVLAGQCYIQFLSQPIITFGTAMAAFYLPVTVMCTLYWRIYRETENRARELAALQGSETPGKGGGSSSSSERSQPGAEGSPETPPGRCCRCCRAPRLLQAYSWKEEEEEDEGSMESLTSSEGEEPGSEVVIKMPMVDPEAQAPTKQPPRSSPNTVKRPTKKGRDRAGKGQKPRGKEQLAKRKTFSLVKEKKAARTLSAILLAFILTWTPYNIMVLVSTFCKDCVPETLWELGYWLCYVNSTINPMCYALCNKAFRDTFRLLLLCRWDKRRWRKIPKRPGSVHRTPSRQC
CHRM1 antagonist – human M1 muscarinic receptor antagonists, primary screen, CHO-K1 cells, Fluo-8 calcium fluorescence, 1536-well; Muscarinic acetylcholine receptor M1 (Homo sapiens), P11229; CHO-K1 hM1, ACh EC80 antagonist; inhibition, % at 3 µM; 360,000 tested, 1.3% active; AID 588852, 2011;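 active = percent inhibition above its own plate's cutoff, namely the mean of that plate's compound wells plus 3 SD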;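 also: peak over basal fluorescence ratio during 140 s after agonist addition; 0% = ACh EC80 plus DMSO and 100% = DMSO alone without agonist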
M5 ag – human M5 muscarinic receptor agonists, primary screen, CHO-K1 cells, Fluo-8 calcium fluorescence; CHO-K1 hM5 cells; 0% DMSO wells, 100% maximal acetylcholine response; activation, % at 3 µM; 360,000 tested, 0.19% active;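 active = activation above the run's mean over test compounds plus 3 SD, cut at about 23% in these data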;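 also: signal is peak over basal fluorescence ratio across the kinetic read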
CRFR2-BP ag – agonists of CRF-BP/CRF-R2 complex, primary screen, cell-based, HEK293, calcium dye fluorescence, uHTS; CRF-binding protein / CRF receptor 2 complex (human); calcium dye fluorescence (FLIPR); percent of saturating CRF peptide response; activation, % at 13.2 µM; 350,000 tested, 0.46% active;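 active = activation of at least 50%, plus an integration ratio under a set limit after plate pattern correction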;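 also: plate controls were neutral control wells without compound for no effect and CRF at EC100 for full effect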
CHRM4 agonist – human M4 muscarinic receptor agonists, primary screen, CHO-K1 cells, Fluo-8 calcium fluorescence; Muscarinic acetylcholine receptor M4 (Homo sapiens), P08173; CHO-K1 hM4/Gqi5; vehicle 0%, full acetylcholine response 100%; activation, % at 3 µM; 360,000 tested, 0.14% active; AID 624127, 2012;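 active = activation above the run mean over all test wells plus 3 SD, cut at about 32% in these data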;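 also: peak over basal fluorescence ratio per well then scaled between controls; 0% = DMSO wells and 100% = acetylcholine at EC100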
M4 PAM – human M4 muscarinic receptor positive allosteric modulators, primary screen, CHO-K1 cells, Fluo-8 calcium fluorescence; Muscarinic acetylcholine receptor M4 (Homo sapiens), P08173; CHO-K1 hM4/Gqi5, ACh EC20; 0% = ACh EC20, 100% = maximal ACh; activation, % at 3 µM; 360,000 tested, 0.4% active; AID 624126, 2012;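 active = activation above its plate's cutoff, the mean activation of sample wells plus 3 SD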; also: some results filed as inactive read as strong as hits
M5 antag – human M5 muscarinic receptor antagonists, primary screen, CHO cells, Fluo-8 calcium fluorescence; CHO-hM5 cells, ACh EC80; inhibition, % at 3 µM; 360,000 tested, 0.59% active; AID 624040, 2012;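 active = inhibition above a per-plate cutoff, the mean of that plate's test compounds plus 3 SD, cut at about 27% in these data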;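 also: 0% = acetylcholine EC80 with DMSO and 100% = DMSO without agonist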
Numbers without * were called inactive; . = not tested or not shown. The order is random. Share with any hit: about 2.8%.

Sequence of screens: M4 antag, M5 PAM, CHRM1 PAM, CHRM1 antagonist, M5 ag, CRFR2-BP ag, CHRM4 agonist, M4 PAM, M5 antag
- CCn1c(=O)c(C(=O)CN2CCOCC2)c(N)n(Cc2ccccc2)c1=O
    1, 0, 5, 4, -2, -1.2, 0, 5, -1
- CC1(C)Cc2c(C#N)c(N3CCN(C(=O)c4ccccc4)CC3)nc(Cc3ccccc3)c2CO1
    2, 7, 6, -41, 0, 2.9, 0, 7, -3
- CC1=C(C(N)=O)C(c2ccccc2)n2nc(-c3cccc(C)c3)nc2N1 (stereo not given)
    -3, -4, 9, -9, 2, 1.2, 2, -5, 5
- CC(C)CC(=O)Nc1ccc(C(=O)CN2CCN(c3ccc(O)cc3)CC2)cc1
    11, 6, -2, 11, 3, 1.4, 0, 5, 9
- Cc1nccn1-c1c([N+](=O)[O-])c(=O)n(C)c2ccccc12
    -11, 8, -2, -4, -10, 0.4, 1, 4, -6
- CCC(C(=O)N1CCOCC1)n1c(C(=O)OC)cc2occc21 (stereo not given)
    -7, -5, 7, -17, -1, -2.0, 0, 3, 8
- Cn1ccc(NS(=O)(=O)c2cc(Br)ccc2Br)n1
    -1, 10, 8, -4, -1, -1.5, 0, 5, 7
- COC(=O)c1cccc(C23CC4(C2)[C@H](CN(CC2CCCCC2)[C@@H]4c2ccccc2)C3c2ccccc2)c1 (stereo not given in full)
    -6, 3, 0, 3, 2, 7.8, 1, 6, 4
- CC(=O)Nc1ccc(NC(=O)c2cc(-c3cc(F)ccc3OCC3CCCO3)n[nH]2)cc1 (stereo not given)
    4, -17, -14, 12, 2, ., 12, -9, 6
- Cc1cc(NCCO)nc(N2CCOCC2)n1
    -4, -3, 6, -20, -2, 1.1, 1, 9, 5
- O=C1CCc2cc(NS(=O)(=O)c3ccc([N+](=O)[O-])cc3)cc3c2N1CC3
    -19, -5, 8, -18, -4, 1.7, 1, 0, -5
- Cn1c(=O)c(C(=O)NNC(=O)c2ccccc2F)c(O)c2ccccc21
    -5, 8, 4, -4, -3, 51*, 2, 9, -2
- CCN(CC)C(=O)C1=C(C)N(CCCOC)C(=O)C(CC(=O)NC2CCCCC2)C1 (stereo not given)
    -2, 1, 1, -8, 1, -1.5, 0, 0, 1
- O=C(Cc1ccccc1)NNC(=O)c1ccc(Br)o1
    5, 5, 4, 2, -1, 0.6, 1, -3, -9
- Fc1ccc2nc(-c3ccccc3)nc(SCc3nnc(-c4ccccc4)o3)c2c1
    0, 3, 7, -14, -2, 5.9, 1, 8, 1
- COc1cc(/C=C2\C(=O)N(CCC#N)N=C2C)ccc1OCC(=O)Nc1ccccc1
    16, -13, -10, 11, -4, 7.1, 2, -7, 15
- Cc1ccc(C)c(C(=O)c2ccccc2NC(=O)c2ccccn2)c1
    -7, 4, 9, -18, 0, -1.2, -1, 9, -1
- O=C(COC(=O)CCSc1ccc(Cl)cc1)NCc1ccccc1
    -3, 2, 11, -10, 2, -2.6, 0, -4, -9
- CC(=O)CC(C)(C)S(=O)(=O)c1ccc(NC(C)=O)cc1
    1, 3, 0, -1, 1, -1.1, -1, -1, -1
- COc1ccccc1OCCOc1ccccc1/C=N/n1cnnc1
    2, 0, 9, -12, -3, 1.1, 4, 3, 7
- N#Cc1ccc(-c2ccccc2)nc1Sc1ccc(F)cc1
    1, 0, 6, -4, -1, 1.1, 0, -5, -9
- Cc1ccc(-n2c(COc3c(C)cccc3C)nnc2SCC(=O)Nc2nccs2)cc1
    14, 2, 4, -6, 2, -1.5, 0, 18, -2
- c1ccc(Cc2nnc(Sc3ccccc3)c3ccccc23)cc1
    5, -8, -3, 3, -6, -0.9, -2, -1, 6
- COc1cccc(-c2nnc(NC(=O)c3ccc(S(=O)(=O)N(CC(C)C)CC(C)C)cc3)o2)c1
    -6, 9, 8, -14, -4, 98*, 1, 14, -7
- CC(NC(=O)c1cc(COc2ccccc2)on1)c1nccs1 (stereo not given)
    -9, 6, 15, -13, -1, -0.8, 1, 8, 1
- CC(=O)c1cccc(NC(=O)C2CCCN(S(=O)(=O)c3cccc4nonc34)C2)c1 (stereo not given)
    -25, -6, 2, -7, 0, 0.1, 9, 3, 2
- Cc1cccc(C)c1NC(=O)COC(=O)c1cccc2c1C(=O)c1ccccc1C2=O
    5, -9, -1, 5, 1, -0.6, 3, -6, 1
- Cc1ccccc1Oc1ccc2c(c1)[C@@H]1C[C@H]3[C@@H](C(=O)N1CC2)[C@H](C)ON3C
    2, -3, 1, -6, 3, -0.8, 4, 2, 4
- O=C(O)Cn1nc(-c2ccccc2)cc1-c1ccccc1
    -2, 0, 7, -8, -3, -2.4, 1, 0, 4
- CC(=O)NNc1[nH]c2c(c(=O)c1[N+](=O)[O-])c(=O)n(C)c(=O)n2C
    -3, 0, 13, -14, 3, 2.2, 1, 1, -4

Ten of these compounds, set out differently:
SMILES	M4 antag	M5 PAM	CHRM1 PAM	CHRM1 antagonist	M5 ag	CRFR2-BP ag	CHRM4 agonist	M4 PAM	M5 antag
CCn1c(=O)c(C(=O)CN2CCOCC2)c(N)n(Cc2ccccc2)c1=O	1	0	5	4	-2	-1.2	0	5	-1
CC1(C)Cc2c(C#N)c(N3CCN(C(=O)c4ccccc4)CC3)nc(Cc3ccccc3)c2CO1	2	7	6	-41	0	2.9	0	7	-3
CC1=C(C(N)=O)C(c2ccccc2)n2nc(-c3cccc(C)c3)nc2N1 (stereo not given)	-3	-4	9	-9	2	1.2	2	-5	5
CC(C)CC(=O)Nc1ccc(C(=O)CN2CCN(c3ccc(O)cc3)CC2)cc1	11	6	-2	11	3	1.4	0	5	9
Cc1nccn1-c1c([N+](=O)[O-])c(=O)n(C)c2ccccc12	-11	8	-2	-4	-10	0.4	1	4	-6
CCC(C(=O)N1CCOCC1)n1c(C(=O)OC)cc2occc21 (stereo not given)	-7	-5	7	-17	-1	-2.0	0	3	8
Cn1ccc(NS(=O)(=O)c2cc(Br)ccc2Br)n1	-1	10	8	-4	-1	-1.5	0	5	7
COC(=O)c1cccc(C23CC4(C2)[C@H](CN(CC2CCCCC2)[C@@H]4c2ccccc2)C3c2ccccc2)c1 (stereo not given in full)	-6	3	0	3	2	7.8	1	6	4
CC(=O)Nc1ccc(NC(=O)c2cc(-c3cc(F)ccc3OCC3CCCO3)n[nH]2)cc1 (stereo not given)	4	-17	-14	12	2	.	12	-9	6
Cc1cc(NCCO)nc(N2CCOCC2)n1	-4	-3	6	-20	-2	1.1	1	9	5

Continuation.
Sequence of screens: M4 antag, M5 PAM, CHRM1 PAM, CHRM1 antagonist, M5 ag, CRFR2-BP ag, CHRM4 agonist, M4 PAM, M5 antag
- Cn1nc(-c2ccc(Cl)cc2)cc1NC(=O)Nc1ccccc1
    -1, -17, -6, 2, 0, 0.3, 11, -26, 23
- CC(C)(C)c1ccc(/C=N/NC(=O)C(=O)NCCCN2CCOCC2)cc1
    5, -10, 1, 0, -5, 2.7, 2, -1, 16
- COCCn1c(SCC(=O)NCC(c2ccccc2)N(C)C)nc2sc3c(c2c1=O)CCC3 (stereo not given)
    -2, -2, -3, 4, -2, -1.1, 0, 0, 7
- O=C(Nc1cccc2c1C(=O)NC2=O)c1ccc(N2C(=O)CCC2=O)cc1
    7, 1, 4, -4, 0, 0.1, 1, 0, 7
- COc1ccc(C(C(=O)NC2CCCC2)N(Cc2cccnc2)C(=O)c2snc(C(N)=O)c2N)cc1 (stereo not given)
    -1, 2, 11, -11, -3, -0.5, 4, -1, 0
- CCC(CC)C(=O)NCCc1cc2ccc(C)cc2[nH]c1=O
    -7, -3, 11, -13, -1, 0.3, 1, 8, 3
- N#CCC(=O)Nc1ccc(C(=O)Nc2ccc3c(c2)OCO3)cc1
    -1, 2, 9, -5, 1, 2.2, 1, 6, 9
- FC(F)(F)c1ccc(NC(=S)NC2CCCCC2)cc1
    7, -26, -14, 29, 2, 16, 16, -13, 18
- CC(NC(=S)Nc1c(Br)cccc1OC(F)F)C(C)(C)C (stereo not given)
    -4, -4, -12, -1, -6, -0.6, 0, -6, -6
- CNC(=O)c1cc2ccccc2o1
    -6, -4, 5, -24, 0, 0.9, 1, 0, -1
- CCOc1ccc2nc(C(=O)N3CCCC(C)C3)sc2c1 (stereo not given)
    -2, -4, 2, -5, -2, 0.5, 0, 5, 7
- Cc1ccc(SCCC(=O)NCc2ccco2)cc1
    -11, -4, 2, -18, -3, -1.5, 0, 2, -4
- Cc1ccc(N2CC(C(N)=O)CC2=O)cc1 (stereo not given)
    1, -1, 4, -8, 1, -1.6, 0, 6, -2
- CCCc1cc(=O)[nH]c(SCC(=O)Nc2ccc(C)c(S(=O)(=O)N3CCCCC3)c2)n1
    7, 1, 5, -4, 0, -3.2, -1, -2, 6
- CC(C)CCn1c(Br)nc2c1c(=O)n(CC(N)=O)c(=O)n2C
    -12, 2, 7, -3, 0, -1.1, 2, 7, -3
- CNS(=O)(=O)c1cccc(C(=O)OCC(=O)c2cc3ccccc3o2)c1
    -5, -3, 4, -1, -4, 0.9, 11, -9, 5
- O=C(CSc1nc2ccccc2c(=O)n1-c1ccccc1Cl)Nc1cccc(S(=O)(=O)N2CCOCC2)c1
    -1, -6, 4, -2, -2, 2.7, 1, 11, 2
- CCn1ccnc1CN(C)Cc1nc(-c2ccc3c(c2)OCO3)no1
    2, 4, -5, 3, -3, 0.0, 2, 0, -3
- Cc1ccc(C)c(N2CCN(C(=O)CCS(=O)(=O)c3ccc4c(c3)CCN4C(=O)C3CC3)CC2)c1
    -9, 0, -1, -1, 6, -0.6, 15, -4, -22
- Nc1ccccc1C#Cc1ccc([N+](=O)[O-])cc1
    -5, -7, 8, -7, -3, 1.9, -1, -12, 15
- CN(C)c1nc(SCc2ccc(Cl)cc2)nc2c1CCCC2
    1, -2, -2, -2, -1, 5.6, -1, -3, 4
- COC(=O)C1=C(C)NC(=O)NC1c1cccc(OC)c1OCc1ccccc1 (stereo not given)
    9, 4, 3, -3, -9, 1.3, 1, 18, -13
- O=C(CN(C(=O)c1csnn1)c1cccc(Cl)c1)NC1CCCC1
    -8, 0, 2, -3, -2, -0.5, 1, 5, -6
- CC(C)c1ccc(/C=N/NC(=O)c2cc(-c3cccc([N+](=O)[O-])c3)n[nH]2)cc1
    2, 0, 10, -6, -1, -0.1, 1, -1, 6
- COc1ccc(C(=O)Nc2ccc3c(c2)OCCO3)c(OC)c1
    -7, -2, 2, -7, 0, -2.2, 1, 4, 1
- O=C(NC1CCCCCC1)C1CCN(C(=O)c2ccc(Cl)cc2)CC1
    6, -4, 0, 8, 5, -0.4, 2, -3, -5
